Screens as filed in PubChem.
CIT2-GFP yeast: modulators of TOR pathway CIT2-GFP in S. cerevisiae | S. cerevisiae CIT2-GFP strain, flow cytometry, 3 h; 100 means same as DMSO wells | GFP response vs DMSO, % at 10 µM | hit rate 0.065% among 320,000 | AID 2029;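 active = GFP response relative to DMSO above a set limit, near the screen mean plus 3 SD, cut at about 150% in these data; inconclusive = Fewer than 70 cells measured for a yeast strain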;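 note: ratio of well median GFP fluorescence to mean of DMSO wells on the plate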
procasp3 activ: activates human procaspase-3; P42574; recombinant procaspase-3 D3A, Ac-DEVD-pNA absorbance 405 nm; activation, % at 8.5 µM; hit rate 0.11% among 330,000; AID 463141;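 active = activation above the mean of all tested compounds plus 3 SD, cut at about 21% in these data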;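 note: 0% = DMSO alone and 100% = DMSO wells spiked with extra 5 µM PC-3 D3A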
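System: Procaspase-3 D3A mutant. Medium: Zinc-free 300 mM NaCl, 50 mM HEPES, 0.01% Triton X-100. Schedule: 1 h preincubation plus 2 h reaction at 25 °C. Measured by: 405 nm absorbance of p-nitroaniline, reads at 0 and 120 min. Read-out: percent activation relative to control range.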
procasp7 counter: counter-screen for procaspase-3 activators: activators of human procaspase-7 | hit rate 0.093% among 330,000 | recombinant procaspase-7, Ac-DEVD-pNA absorbance 405 nm; D23A/D198A/D206A triple mutant, cannot self-cleave; scale: DMSO 0, 5 µM enzyme 100 | activation, % at 8.5 µM | AID 463210;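 active = percent activation above the screen-wide mean plus 3 SD, cut at about 25% in these data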
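Assay system: Uncleavable procaspase-7 mutant enzyme; Input: 2 µM procaspase-7 mutant as dispensed; Also added: DEVD-pNA substrate; Medium: Zinc-free HEPES pH 7.4 with 300 mM NaCl, 0.01% Triton X-100; Timing: 1 h compound preincubation, 2 h substrate cleavage, 25 °C; Measured by: Epi-absorbance of released pNA at 405 nm, two timepoints.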
LAP4-GFP MLPCN: yeast TOR pathway LAP4-GFP modulation; S. cerevisiae LAP4-GFP multiplex, flow cytometry GFP, 3 h; median GFP as percent of DMSO wells; hit rate 0.34% among 320,000; AID 2023; GFP response vs DMSO, % at 10 µM;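 active = GFP response vs DMSO above a set limit, about the screen mean plus 3 SD, cut at about 150% in these data; inconclusive = under 70 cell events counted for the yeast strain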
AGP1 TOR yeast: alters AGP1-GFP fluorescence in TOR pathway yeast screen. GFP response vs DMSO, % at 10 µM. S. cerevisiae AGP1-GFP multiplex flow cytometry, 3 h; GFP as percent of DMSO wells. AID 2066. hit rate 0.02% among 320,000;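 active = GFP response relative to DMSO above a set limit, near screen average plus 3 SD, cut at about 150% in these data; inconclusive = fewer than 70 cells counted for the yeast strain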;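 note: median GFP channel fluorescence of the gated AGP1 strain per well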
AHR activator: activates the human aryl hydrocarbon receptor; P35869; AHR-responsive luciferase reporter cells, luminescence; activation, % at 5 µM; hit rate 2.5% among 320,000; AID 2796; in the data active = activation above about 47%;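 note: 0% = vehicle wells and 100% = reference agonist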
Target sequence (P35869 whole entry, looked up): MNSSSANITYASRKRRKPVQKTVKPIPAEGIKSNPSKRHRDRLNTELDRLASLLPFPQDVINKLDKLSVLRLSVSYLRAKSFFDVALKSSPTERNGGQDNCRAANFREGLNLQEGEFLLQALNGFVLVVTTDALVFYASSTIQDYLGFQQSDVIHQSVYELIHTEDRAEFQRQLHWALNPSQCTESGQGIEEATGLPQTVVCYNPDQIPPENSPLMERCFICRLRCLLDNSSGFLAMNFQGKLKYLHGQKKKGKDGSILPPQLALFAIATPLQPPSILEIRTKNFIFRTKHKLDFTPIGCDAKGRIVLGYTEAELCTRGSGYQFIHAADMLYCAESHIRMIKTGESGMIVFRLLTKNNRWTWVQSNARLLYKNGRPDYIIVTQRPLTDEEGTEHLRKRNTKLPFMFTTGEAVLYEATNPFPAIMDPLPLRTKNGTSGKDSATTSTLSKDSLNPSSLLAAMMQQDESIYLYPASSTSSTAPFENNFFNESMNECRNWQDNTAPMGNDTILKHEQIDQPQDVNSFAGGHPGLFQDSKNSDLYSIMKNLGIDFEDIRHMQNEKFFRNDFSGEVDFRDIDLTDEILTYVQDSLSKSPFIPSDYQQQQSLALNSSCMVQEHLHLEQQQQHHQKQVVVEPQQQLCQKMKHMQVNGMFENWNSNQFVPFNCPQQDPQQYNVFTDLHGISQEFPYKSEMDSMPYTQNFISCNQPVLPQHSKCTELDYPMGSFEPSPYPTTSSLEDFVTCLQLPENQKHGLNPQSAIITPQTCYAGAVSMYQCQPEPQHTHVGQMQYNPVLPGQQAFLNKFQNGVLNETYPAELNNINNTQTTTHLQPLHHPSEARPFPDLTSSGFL
RPL19A TOR yeast: alters RPL19A-GFP fluorescence in TOR pathway yeast screen. S. cerevisiae RPL19A-GFP strain, flow cytometry, 3 h; active compounds read low. percent response vs DMSO, % at 10 µM. hit rate 0.3% among 330,000. AID 2025;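 active = percent response vs DMSO below 50%; inconclusive = fewer than 70 events counted for the yeast strain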;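 note: median channel GFP fluorescence of the barcoded RPL19A-GFP strain; ratio of sample median GFP to plate DMSO average so 100% = DMSO; lower means less RPL19A-GFP as with rapamycin TOR inhibition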
MEP2-GFP yeast: yeast TOR pathway MEP2-GFP modulation; GFP response vs DMSO, % at 10 µM; hit rate 0.51% among 330,000; S. cerevisiae MEP2-GFP strain, flow cytometry GFP, 3 h; 100% = DMSO control level; AID 2016;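 active = GFP response versus DMSO above a set limit, roughly screen mean plus 3 SD, cut at about 180% in these data; inconclusive = fewer than 70 cells counted for a yeast strain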;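 note: median GFP fluorescence of the barcode-gated MEP2-GFP cells per well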
An asterisk follows results filed as active; [ ] = another dose, or the depositor's remark.

CCC(=O)Nc1ccccc1C(=O)C(=O)Nc1ccccc1 was read as CIT2-GFP yeast 104, procasp3 activ 2, procasp7 counter 4, LAP4-GFP MLPCN 96, AGP1 TOR yeast 97, AHR activator 8, RPL19A TOR yeast 103 and MEP2-GFP yeast 100.
O=S(=O)(c1cccs1)N1CN(Cc2ccc(Cl)cc2)c2nc3ccccc3nc21 was read as CIT2-GFP yeast 97, procasp3 activ 4, procasp7 counter 2, LAP4-GFP MLPCN 90, AGP1 TOR yeast 91, AHR activator 5, RPL19A TOR yeast 87 and MEP2-GFP yeast 90.
`O=C(NCc1ccccn1)Nc1cc(Cl)cc(Cl)c1` gave CIT2-GFP yeast 103, procasp3 activ 2, procasp7 counter 1, LAP4-GFP MLPCN 98, AGP1 TOR yeast 103, AHR activator 15, RPL19A TOR yeast 100 and MEP2-GFP yeast 93.
Screening O=C(c1cccnc1)N1CCN(C(=O)c2cccs2)CC1 returned CIT2-GFP yeast 96, procasp3 activ -4, procasp7 counter 5, LAP4-GFP MLPCN 105, AGP1 TOR yeast 96, AHR activator 1, RPL19A TOR yeast 98 and MEP2-GFP yeast 99.
O=C(O)CC(NC(=O)c1ccccc1NC(=O)c1ccccc1)C(=O)O (stereo unspecified) was read as CIT2-GFP yeast 91, procasp3 activ -1, procasp7 counter 9, LAP4-GFP MLPCN 94, AGP1 TOR yeast 95, AHR activator -2, RPL19A TOR yeast 97 and MEP2-GFP yeast 99.
Screening O=C(Cn1c(=O)oc2cc(S(=O)(=O)N3CCCC3)ccc21)N1CCN(c2ccccn2)CC1 returned CIT2-GFP yeast 87, procasp3 activ 10, procasp7 counter 0, LAP4-GFP MLPCN 93, AGP1 TOR yeast 95, AHR activator 2, RPL19A TOR yeast 100 and MEP2-GFP yeast 93.
CCC(c1nnc(SCC(=O)Nc2cc(Cl)ccc2C#N)n1C1CCCCC1)N(C)C (stereo unspecified) was read as CIT2-GFP yeast 111, procasp3 activ 0, procasp7 counter 7, LAP4-GFP MLPCN 93, AGP1 TOR yeast 103, AHR activator 17, RPL19A TOR yeast 106 and MEP2-GFP yeast 102.
COc1ccc(Br)cc1CNc1ccc(O)cc1 was read as CIT2-GFP yeast 94, procasp3 activ -4, procasp7 counter -16, AGP1 TOR yeast 95, AHR activator 4, RPL19A TOR yeast 98 and MEP2-GFP yeast 90.
`Cc1ccc(S(N)(=O)=O)cc1NC(=O)/C=C/c1ccc2c(c1)OCO2` gave CIT2-GFP yeast 109, procasp3 activ -3, procasp7 counter 11, LAP4-GFP MLPCN 132, AGP1 TOR yeast 97, AHR activator 20, RPL19A TOR yeast 92 and MEP2-GFP yeast 117.
Screening CCOc1ccc(N2CC(C(=O)N3CC(C)OC(C)C3)CC2=O)cc1 (stereo unspecified) returned CIT2-GFP yeast 87, procasp3 activ -3, procasp7 counter 1, LAP4-GFP MLPCN 91, AGP1 TOR yeast 89, AHR activator -1, RPL19A TOR yeast 92 and MEP2-GFP yeast 89.
Screening CC(C)CCNC(=O)CNC(=S)N(Cc1ccccc1)Cc1cccnc1 returned CIT2-GFP yeast 107, procasp3 activ 2, procasp7 counter -5, LAP4-GFP MLPCN 103, AGP1 TOR yeast 105, AHR activator 5, RPL19A TOR yeast 104 and MEP2-GFP yeast 101.
COc1cccc(C(=O)NN=C2CCCC2)c1 was read as CIT2-GFP yeast 103, procasp3 activ 2, procasp7 counter 3, LAP4-GFP MLPCN 84, AGP1 TOR yeast 100, AHR activator 14, RPL19A TOR yeast 108 and MEP2-GFP yeast 99.
`COc1ccc(CCNc2c([N+](=O)[O-])ncn2C)cc1OC` gave CIT2-GFP yeast 96, procasp3 activ 2, procasp7 counter 0, LAP4-GFP MLPCN 108, AGP1 TOR yeast 66, AHR activator 0, RPL19A TOR yeast 93 and MEP2-GFP yeast 111.
For COc1cc(OC)cc(C(=O)NCCN2CCOCC2)c1 the results were CIT2-GFP yeast 104, procasp3 activ 1, procasp7 counter 6, LAP4-GFP MLPCN 96, AGP1 TOR yeast 102, AHR activator 4, RPL19A TOR yeast 97 and MEP2-GFP yeast 100.
Screening Cc1nc(-c2ccccn2)sc1C(=O)Nc1ccc(F)cc1 returned CIT2-GFP yeast 94, procasp3 activ -13, procasp7 counter -9, LAP4-GFP MLPCN 107, AGP1 TOR yeast 92, AHR activator 118*, RPL19A TOR yeast 111 and MEP2-GFP yeast 102.
For Cc1cc(C)n(C(=O)CSc2nnc(SCC(=O)n3nc(C)cc3C)s2)n1 the results were CIT2-GFP yeast 102, procasp3 activ -1, procasp7 counter 1, LAP4-GFP MLPCN 98, AGP1 TOR yeast 99, AHR activator 0, RPL19A TOR yeast 98 and MEP2-GFP yeast 98.
N=c1oc2cc(O)ccc2cc1C(=O)Nc1ccc(F)cc1 was read as CIT2-GFP yeast inconclusive, procasp3 activ -2, procasp7 counter 1, LAP4-GFP MLPCN 72[may fluoresce violet], AGP1 TOR yeast 19[may fluoresce violet], AHR activator 4, RPL19A TOR yeast 41*[may fluoresce violet] and MEP2-GFP yeast 836*[may fluoresce violet].
`CNc1nccc(-c2ccc(Cl)cc2)c1C#N` gave CIT2-GFP yeast 96, procasp3 activ 2, procasp7 counter 3, LAP4-GFP MLPCN 98, AGP1 TOR yeast 98, AHR activator -5, RPL19A TOR yeast 98 and MEP2-GFP yeast 103.
`COCc1nnc(NC(=O)C2CCN(C(=O)c3ccco3)CC2)s1` gave CIT2-GFP yeast inconclusive, procasp3 activ -3, procasp7 counter -8, LAP4-GFP MLPCN 113[may fluoresce violet], AGP1 TOR yeast 19[may fluoresce violet], AHR activator 2, RPL19A TOR yeast 57[may fluoresce violet] and MEP2-GFP yeast 968*[may fluoresce violet].
For Cc1ccc(C)c2[nH]c(=O)c(CN(CCN3CCOCC3)Cc3nnnn3CC3CCCO3)cc12 (stereo unspecified) the results were CIT2-GFP yeast 101, procasp3 activ 3, procasp7 counter -7, LAP4-GFP MLPCN 95, AGP1 TOR yeast 106, AHR activator 10, RPL19A TOR yeast 98 and MEP2-GFP yeast 104.
`O=C(Cc1ncc(C(F)(F)F)cc1Cl)N1CCN(c2ccc(F)cc2)CC1` gave procasp3 activ -1, procasp7 counter 11, LAP4-GFP MLPCN 91, AGP1 TOR yeast 102, AHR activator -2, RPL19A TOR yeast 104 and MEP2-GFP yeast 104.
For O=C(Nc1ccc(F)cc1)Nc1csc2ccccc12 the results were CIT2-GFP yeast 91, procasp3 activ 1, procasp7 counter -5, LAP4-GFP MLPCN 117, AGP1 TOR yeast 105, AHR activator 75*, RPL19A TOR yeast 93 and MEP2-GFP yeast 98.
Screening O=C(OCc1ccccc1)C1=NNC2C(=O)N(c3ccc(Br)cc3)C(=O)C12 (stereo unspecified) returned procasp3 activ -9, procasp7 counter 0, AHR activator -1, RPL19A TOR yeast 96 and MEP2-GFP yeast 100.
`CCN(CC(=O)NCc1cccs1)C(=O)CCC(=O)c1ccc(F)cc1` gave CIT2-GFP yeast 101, procasp3 activ -1, procasp7 counter -6, LAP4-GFP MLPCN 104, AGP1 TOR yeast 105, AHR activator 0, RPL19A TOR yeast 100 and MEP2-GFP yeast 103.
For Cn1c(/C(C#N)=C(\O)c2cc(Cl)sc2Cl)nc2ccccc21 the results were CIT2-GFP yeast 101, procasp3 activ -1, procasp7 counter 6, LAP4-GFP MLPCN 98, AGP1 TOR yeast 104, AHR activator 23, RPL19A TOR yeast 100 and MEP2-GFP yeast 96.
CCn1nnnc1SCC(=O)c1cc(OC)ccc1OC was read as CIT2-GFP yeast 105, procasp3 activ -1, procasp7 counter 8, LAP4-GFP MLPCN 102, AGP1 TOR yeast 95, AHR activator 2, RPL19A TOR yeast 98 and MEP2-GFP yeast 93.
For COCCCNC(=O)c1ccccc1SC the results were CIT2-GFP yeast 97, procasp3 activ -2, procasp7 counter 3, LAP4-GFP MLPCN 99, AGP1 TOR yeast 106, AHR activator 2, RPL19A TOR yeast 97 and MEP2-GFP yeast 105.
Screening COc1cc2cc(C)c(SCC(=O)N3CCN(C(=O)c4ccco4)CC3)nc2cc1OC returned CIT2-GFP yeast 97, procasp3 activ 2, procasp7 counter 2, LAP4-GFP MLPCN 94, AGP1 TOR yeast 94, AHR activator 2, RPL19A TOR yeast 100 and MEP2-GFP yeast 93.
`Cc1cc(NC(=O)CSc2nc(-c3ccccc3)nc3c2c(=O)n(C)c(=O)n3C)no1` gave CIT2-GFP yeast 90, procasp3 activ 4, procasp7 counter 5, LAP4-GFP MLPCN 102, AGP1 TOR yeast 93, AHR activator 3, RPL19A TOR yeast 98 and MEP2-GFP yeast 96.
Screening O=C(Nc1nnc(-c2ccncc2)o1)c1ccc(Br)s1 returned CIT2-GFP yeast 97, procasp3 activ -2, procasp7 counter -7, LAP4-GFP MLPCN 99, AGP1 TOR yeast 102, AHR activator 5, RPL19A TOR yeast 98 and MEP2-GFP yeast 90.
For CN(CC(=O)Nc1ccc(Cl)c(C(F)(F)F)c1)C(=O)c1cnccn1 the results were CIT2-GFP yeast 98, procasp3 activ -2, procasp7 counter 6, LAP4-GFP MLPCN 93, AGP1 TOR yeast 96, AHR activator 1, RPL19A TOR yeast 96 and MEP2-GFP yeast 97.
CN1CCN(C(=O)/C(=C/c2cccnc2)NC(=O)c2cccc(Br)c2)CC1 was read as CIT2-GFP yeast 93, procasp3 activ -4, procasp7 counter -6, LAP4-GFP MLPCN 93, AGP1 TOR yeast 97, AHR activator 5, RPL19A TOR yeast 97 and MEP2-GFP yeast 101.
Screening COc1ccc(N2CCN(C(=O)CN(Cc3ccccc3)S(C)(=O)=O)CC2)cc1 returned CIT2-GFP yeast 94, procasp3 activ -8, procasp7 counter 15, LAP4-GFP MLPCN 98, AGP1 TOR yeast 99, AHR activator -1, RPL19A TOR yeast 97 and MEP2-GFP yeast 99.

3 entries picked at random from those above:
`Cc1cc(NC(=O)CSc2nc(-c3ccccc3)nc3c2c(=O)n(C)c(=O)n3C)no1` gave CIT2-GFP yeast 90, procasp3 activ 4, procasp7 counter 5, LAP4-GFP MLPCN 102, AGP1 TOR yeast 93, AHR activator 3, RPL19A TOR yeast 98 and MEP2-GFP yeast 96.
`O=C(Cc1ncc(C(F)(F)F)cc1Cl)N1CCN(c2ccc(F)cc2)CC1` gave procasp3 activ -1, procasp7 counter 11, LAP4-GFP MLPCN 91, AGP1 TOR yeast 102, AHR activator -2, RPL19A TOR yeast 104 and MEP2-GFP yeast 104.
Screening COc1cc2cc(C)c(SCC(=O)N3CCN(C(=O)c4ccco4)CC3)nc2cc1OC returned CIT2-GFP yeast 97, procasp3 activ 2, procasp7 counter 2, LAP4-GFP MLPCN 94, AGP1 TOR yeast 94, AHR activator 2, RPL19A TOR yeast 100 and MEP2-GFP yeast 93.
